Growth percent in the NCI-60 one-dose screen (48 h, 10 µM unless noted): 100 = growth as untreated, 0 = no growth, -100 = all killed.
SW-620: SW-620 colon cancer. AID 1794795. 5.2% of 82,000 active
HCT-15: HCT-15 colon cancer | 5.2% of 82,000 active | AID 1794746
KM12: KM12 colon cancer cells; 5% of 82,000 active; AID 1794800
HCC-2998: HCC-2998 colon cancer; AID 1794799; 4.7% of 79,000 active
SF-268: SF-268 CNS cancer cells. 3.1% of 82,000 active. AID 1794759
HT29: HT29 colon cancer | 7.4% of 81,000 active | AID 1794748
SNB-75: SNB-75 CNS cancer | 5% of 79,000 active | AID 1794750
HCT-116: HCT-116 colon cancer; 7.3% of 82,000 active; AID 1794798
SNB-19: SNB-19 CNS cancer cells. 2.5% of 81,000 active
* marks the source's active call; other numbers are inactive results; . = not tested or not shown; & = joins results of further samples. Rule for the calls: active = growth percent below 10; inactive = the rest.

SMILES | SW-620 | HCT-15 | KM12 | HCC-2998 | SF-268 | HT29 | SNB-75 | HCT-116 | SNB-19
COC(=O)N1CCN(c2ccc(C)cc2)CC1 | 112 | 111 | 127 | . | 112 | 119 | 90 | 102 | 100
Cn1c2ccccc2n2cc(-c3ccc([N+](=O)[O-])cc3)nc12 | 86 | 97 | 89 | 92 | 95 | 99 | 99 | 81 | 87
CCN1CCN(/C=C2\SC(=S)NC2=O)CC1 | 103 | 101 | 104 | 110 | 103 | 117 | 107 | 103 | 94
COc1ccc(C(=O)C[C@@]2(O)C(=O)Nc3c(Cl)ccc(Cl)c32)cc1 | 96 | 97 | 99 | 98 | 91 | 103 | 62 | 97 | 94
COc1cccc2c1S(=O)(=O)c1c(NCCN)nc3ccccc3c1C2=O | 92 | 80 | 86 | 109 | 76 | 68 | 90 | 72 | 91
CCCC(=O)OCc1ccc(Cl)cc1 | 95 | 102 | 112 | 103 | 104 | 100 | 78 | 102 | 103
CCOC(=O)c1ccc(N=CC2CCCCC2=O)cc1 (stereo not drawn) | 98 | 94 | 102 | 111 | 101 | 93 | 112 | 97 | 98
C=C1C(=O)O[C@H]2[C@H]1CC/C(Cn1cc(-c3cc(C(F)(F)F)cc(C(F)(F)F)c3)nn1)=C\CC[C@@]1(C)O[C@@H]21 | -36* | -91* | -77* | -87* | -79* | -86* | -97* | -87* | -80*
Fc1cnc(NC2CC2)nc1-c1cnc2ccc(N3CCOCC3)cn12 | 5.6* | 1.1* | -2.6* | 1.2* | 1.0* | 1.0* | -43* | 4.0* | 12
C=C(C)[C@@H]1CC[C@]2(COCCCNCCCN)CC[C@]3(C)[C@H](CC[C@@H]4[C@@]5(C)CC[C@H](O)C(C)(C)[C@@H]5CC[C@]43C)[C@@H]12 | -68* | -78* | -65* | -71* | -58* | -63* | -87* | -87* | -91*
O=C(Nc1cccc(-c2cccc(F)c2)c1)C1CCN(Cc2cccc3cccnc23)CC1 | 43 | 20 | 53 | -70* | 57 | 0.4* | 54 | 34 | 77
c1ccc(-c2cc(-c3nnc(SCCN4CCOCC4)o3)c3ccccc3n2)cc1 | 95 | 86 | 104 | 100 | 97 | 81 | 94 | 86 | 93
COc1ccc(C(=S)N2CCN(c3ccccc3C)CC2)cc1OC | 80 | 77 | 74 | 82 | 82 | 100 | 90 | 90 | 83
O=C1Nc2cc(Cl)ccc2/C1=C/c1ccc(OCc2ccc(Cl)cc2)cc1 | 95 | 92 | 96 | 106 | 99 | 108 | 114 | 94 | 102
CN(C)c1ccc(/C=N/n2c(-c3cc(F)c(Cl)cc3Cl)nn(CN3CCOCC3)c2=S)cc1 | 109 | 103 | 102 | 111 | 119 | 110 | 98 | 93 | 99
CCOC(=O)c1c(C)n(-c2ccccc2)c2ccc(OC(=O)c3cc(OC)c(OC)c(OC)c3)cc12 | 91 | 92 | 90 | 90 | 91 | 70 | 68 | 80 | 81
N#Cc1ccc(CN(Nc2ccccc2)c2ccccc2)cc1 | 97 | 96 | 99 | 100 | 100 | 83 | 111 | 77 | 100
CC(C)(C)n1cc(-c2ccnc(NCCCNS(=O)(=O)c3ccc(F)cc3)n2)c(-c2ccc(Cl)c(O)c2)n1 | 104 | 66 | 69 | 105 | 78 | 67 | 98 | 63 | 97
CCC(=O)Oc1c(Cl)cc(Cl)cc1-c1ccccc1 | 100 | 102 | 111 | 101 | 104 | 93 | 91 | 106 | 94
COc1ccc(/C(C)=N/NC(=O)c2ccc(S(C)(=O)=O)cc2)cc1OC | 103 | 98 | 103 | 104 | 102 | 117 | 86 | 85 | 105
CC(C)CCC(=O)c1ccco1 | 103 | 102 | 118 | 100 | 119 | 106 | 92 | 97 | 99
Cc1cc(C)n(-c2ccc3nnc(-c4ccccc4)n3n2)n1 | 103 | 86 | 97 | 103 | 90 | 115 | 94 | 106 | 98
O=[N+]([O-])c1ccc(/C=N/N2CCCCCC2)cc1 | 102 | 92 | 105 | . | 101 | 99 | 100 | 93 | 96
O=C(/C=C(/C=C/c1ccc(OC(F)(F)F)cc1)OB(F)F)/C=C/c1ccc(OC(F)(F)F)cc1 | 99 | 95 | 96 | 101 | 93 | 89 | 95 | 61 | 94
CCCOC(=O)Nc1nc2ccc(SCC)cc2s1 | 52 | 54 | 59 | 80 | 93 | 31 | 91 | 63 | 84

Some of these compounds in order of molar mass, low to high:
SMILES | SW-620 | HCT-15 | KM12 | HCC-2998 | SF-268 | HT29 | SNB-75 | HCT-116 | SNB-19
CC(C)CCC(=O)c1ccco1 | 103 | 102 | 118 | 100 | 119 | 106 | 92 | 97 | 99
COC(=O)N1CCN(c2ccc(C)cc2)CC1 | 112 | 111 | 127 | . | 112 | 119 | 90 | 102 | 100
CCOC(=O)c1ccc(N=CC2CCCCC2=O)cc1 (stereo not drawn) | 98 | 94 | 102 | 111 | 101 | 93 | 112 | 97 | 98
Cc1cc(C)n(-c2ccc3nnc(-c4ccccc4)n3n2)n1 | 103 | 86 | 97 | 103 | 90 | 115 | 94 | 106 | 98
CCCOC(=O)Nc1nc2ccc(SCC)cc2s1 | 52 | 54 | 59 | 80 | 93 | 31 | 91 | 63 | 84
COc1ccc(C(=S)N2CCN(c3ccccc3C)CC2)cc1OC | 80 | 77 | 74 | 82 | 82 | 100 | 90 | 90 | 83
O=C1Nc2cc(Cl)ccc2/C1=C/c1ccc(OCc2ccc(Cl)cc2)cc1 | 95 | 92 | 96 | 106 | 99 | 108 | 114 | 94 | 102
O=C(Nc1cccc(-c2cccc(F)c2)c1)C1CCN(Cc2cccc3cccnc23)CC1 | 43 | 20 | 53 | -70* | 57 | 0.4* | 54 | 34 | 77
O=C(/C=C(/C=C/c1ccc(OC(F)(F)F)cc1)OB(F)F)/C=C/c1ccc(OC(F)(F)F)cc1 | 99 | 95 | 96 | 101 | 93 | 89 | 95 | 61 | 94
C=C1C(=O)O[C@H]2[C@H]1CC/C(Cn1cc(-c3cc(C(F)(F)F)cc(C(F)(F)F)c3)nn1)=C\CC[C@@]1(C)O[C@@H]21 | -36* | -91* | -77* | -87* | -79* | -86* | -97* | -87* | -80*

Next entries follow:
SMILES | SW-620 | HCT-15 | KM12 | HCC-2998 | SF-268 | HT29 | SNB-75 | HCT-116 | SNB-19
COC(=O)[C@]1(C)CCC[C@]2(C)[C@H]3C[C@H]4C(C(C)C)=C[C@]3(CC[C@H]21)[C@@H]1C(=O)N(N)C(=O)[C@@H]14 | 99 | 102 | 96 | 102 | 99 | 85 | 87 | 97 | 97
Cc1cc(=O)n2n1-c1ccc(Br)cc1N=C(OCCCCl)C2 | 102 | 102 | 103 | 102 | 108 | 88 | 96 | 95 | 111
Cc1sc2c(c1C)c(=O)nc1c(-c3nc(-c4ccc(Cl)cc4)no3)n[nH]n12 | 113 | 94 | 107 | 110 | 110 | 116 | 96 | 108 | 91
CNc1ccc(Nc2ccc(S(=O)(=O)O)cc2)c2c1C(=O)c1ccccc1C2=O | 112 | 99 | 108 | 112 | 114 | 105 | 101 | 109 | 104
CCC(=O)C(c1ccc(N(C)C)cc1)c1ccc(N(C)C)cc1 | 100 | 93 | 92 | 94 | 100 | 85 | 89 | 88 | 100
CS(=O)(=O)N1CCC(Nc2nccc(O[C@H]3CO[C@H]4[C@@H]3OC[C@@H]4OCc3ccccc3)n2)CC1 | 99 | 96 | 109 | 105 | 103 | 99 | 89 | 102 | 100
CO[C@@]1(NC(=O)CSCC#N)C(=O)N2C(C(=O)O)=C(CSc3nnnn3C)CSC21 (stereo partly drawn) | 111 | 107 | 113 | 107 | 117 | 105 | 93 | 103 | 113
Cc1ccc2nc(C)c(C(=O)NCc3ccc(OCc4cn(Cc5ccc(Br)cc5)nn4)cc3)n2c1 | 104 | 96 | 97 | 109 | 88 | 114 | 90 | 97 | 89
O=C1NC(=O)C(=Cc2ccc3c(c2)Cc2ccccc2-3)C(=O)N1 | 105 | 104 | 101 | 107 | 105 | 98 | 91 | 105 | 101
Cc1nc2sc(C(=O)Nc3cccc(Cl)c3)c(N)c2cc1C(=O)c1ccccc1 | 95 | 91 | 92 | 101 | 92 | 91 | 74 | 101 | 92
CC(=O)O[C@]1(C(C)=O)CCC2C3C=C(Cl)C4=CC(=O)CC[C@]4(C)C3CC[C@@]21C (stereo partly drawn) | 110 | 91 | 91 | 97 | 80 | 87 | 96 | 73 | 103
CC1Cc2c(N(C)C)ncnc2N2CCc3cccc1c32 (stereo not drawn) | 106 | 105 | 106 | 117 | 106 | 97 | 89 | 107 | 102
CCSc1nc2ncnc(N(C)C)c2c(=O)[nH]1 | 100 | 106 | 99 | 101 | 97 | 101 | . | 106 | 99
CCN1CCN(C(=O)[C@]23CCC(C)(C)C[C@@H]2C2=CC[C@@H]4[C@@]5(C)CCC(=O)C(C)(C)[C@@H]5CC[C@@]4(C)[C@]2(C)CC3)CC1 | 32 | 34 | 41 | 63 | 42 | 8.3* | 16 | 19 | 71
Cc1ccc2cc3c(nc2c1)Nn1c(nnc1-c1ccc[nH]c1=S)SC3 | 104 | 105 | 106 | 103 | 103 | 113 | 90 | 100 | 98
CCN(CCO)CCCC(C)Nc1ccnc2cc(Cl)ccc12 (stereo not drawn) | 109&104 | 102&107 | 102&113 | 86&101 | 100&102 | 96&70 | 92&98 | 102&90 | 107&103
COc1cc2oc(-c3cccc(NC(=O)c4ccc([N+](=O)[O-])cc4)c3)cc(=O)c2c(OC)c1OC | 68 | 46 | 48 | 69 | 60 | 54 | 63 | 39 | 66
C=C(C)COC(=O)C1CC2OC2CC1C(=O)OCC(=C)C (stereo not drawn) | 104 | 115 | 120 | . | 86 | 105 | 102 | 105 | 101
CC(=O)[C@H]1CCC2C3C=CC4=CC(=O)CC[C@@]4(C)C3CC[C@@]21C (stereo partly drawn) | 109 | 99 | 106 | 102 | 111 | 90 | 96 | 98 | 115
CO[C@H]1CNCC[C@@H](c2ccccc2)OC(=O)C[C@@]2(O)O[C@H]([C@@H](O)[C@H](O)[C@H]2O)[C@@H](O)/C=C/[C@H]1OC | 112 | 101 | 105 | 104 | 106 | 112 | 108 | 105 | 102
COCCN(C(=O)c1ccc(F)cc1F)c1c(N)n(Cc2ccccc2)c(=O)[nH]c1=O | 108 | 99 | 105 | 106 | 111 | 104 | 105 | 102 | 106
O=C(COc1ccccc1)Nc1ccc(-c2nc3ccccc3s2)cc1 | 100 | 88 | 105 | 95 | 98 | 97 | 83 | 85 | .
Nc1ccc([N+](=O)[O-])cc1C(=O)O | 100 | 110 | . | 106 | 99 | 101 | 82 | 105 | 103
C=C1CCC2C3(C)COC(c4cc(F)cc(F)c4)OC3CCC2(C)C1CC(O)C1=CCOC1=O (stereo not drawn) | -44* | 7.8* | 60 | 46 | 97 | 27 | 38 | -34* | 89
COc1ccc2c(c1)C=CC(C#N)N2 (stereo not drawn) | 106 | 104 | 106 | 101 | 104 | 104 | 109 | 110 | 104
SMILES | SW-620 | HCT-15 | KM12 | HCC-2998 | SF-268 | HT29 | SNB-75 | HCT-116 | SNB-19
O=C(CCN1CCCCC1)c1ccccc1 | 106&103 | 165&104 | 103&103 | 121&100 | 120&106 | 104&107 | 93&91 | 99&106 | 99&105
COc1ccc(/C=N/Nc2nc3ccccc3s2)cc1 | 95 | 90 | 88 | 104 | 106 | 92 | 81 | 83 | 99
O=C1C(c2ccccc2)c2ccccc2N1Cc1ccccc1 (stereo not drawn) | 99 | 95 | 106 | 84 | 103 | 95 | 85 | 106 | 94
O=C(CCc1nnc2sc(/C=C\c3ccccc3)nn12)c1nc2ccccc2[nH]1 | 118 | 100 | 93 | 96 | 107 | 37 | 88 | 60 | 110
O=C1OCC/C1=C\N1CCCCC1 | 102 | 102 | 105 | 110 | 111 | 110 | 73 | 102 | 103
COc1ccc(C2=Nn3c(nnc3-c3cc(OC)ccc3OC)SC2)cc1 | 122 | 107 | 120 | 113 | 114 | 112 | 84 | 107 | 100
Cc1cc(C)c2c(N)c(-c3nc4cc(Cl)ccc4o3)sc2n1 | 100 | 100 | 105 | 103 | 105 | 112 | 88 | 100 | 104
Cc1nc2c(cnn2-c2ccccc2)c(=O)n1-c1ccc(NC(=O)c2ccccc2)cc1 | 87 | 80 | 75 | 95 | 79 | 75 | 57 | 58 | 76
CCOC(=O)C1(C)C(=O)CC2c3nc4ccccc4cc3CN2C1=O (stereo not drawn) | 102 | 99 | 106 | 106 | 107 | 101 | 91 | 104 | 97
CCCCNC(=O)c1cc([N+](=O)[O-])cc(C2CCCCC2)c1O | 69 | 43 | 40 | 25 | 44 | 70 | 59 | 28 | 40
CC(C)(C)c1ccc(S(=O)(=O)Oc2ccc(NC(=O)c3ccc(Cl)cc3)cc2)cc1 | 107 | 96 | 89 | 100 | 98 | 83 | 100 | 88 | 98
CCC(=O)Nc1cc(C)ccc1C | 100 | 102 | 108 | 100 | 103 | 94 | 90 | 96 | 105
N#CC(C#N)=C1CCCc2sccc21 | 118 | 109 | 108 | 100 | 109 | 109 | 98 | 105 | 101
Cc1ccc(C(=O)c2c(C(=O)N(C)N)noc2-c2ccc(C)cc2)cc1 | 93 | 100 | 94 | 89 | 101 | 92 | 87 | 89 | 97
Cc1cccc(NC2=C(Cl)C(=O)c3nc(C)ccc3C2=O)c1 | -14* | -55* | 33 | 3.5* | 58 | 115 | -65* | -48* | 24
Cc1ccc(S(=O)(=O)N/N=C/C2(c3ccccc3)CC2)cc1 | 97 | 115 | 107 | 111 | 111 | 109 | 88 | 99 | 99
O=C(C[n+]1ccc2ccccc2c1)c1cccc2ccccc12 | 67 | 101 | 81 | 93 | 91 | 45 | 85 | 34 | 84
CCOC(=O)c1cc(=O)[nH]c(Nc2nc3ccccc3s2)n1 | 110 | 104 | 102 | 108 | 102 | 108 | . | 99 | 97
CCOC(=O)C1(NC(=O)C2(N3C(=O)c4ccccc4C3=O)CCCC2)CCCC1 | 108 | 103 | 113 | 104 | 108 | 104 | 87 | 105 | 102
N#Cc1c(C#N)c(O)c2ccccc2c1O | 104 | 107 | 114 | 178 | 134 | 111 | 68 | 109 | 99

Hits appear at their usual frequency; 11% or so of the library scored in one or more.
